Screening data: PubChem BioAssay, National Center for Advancing Translational Sciences (NCATS)
LmPK inh – blocks Leishmania mexicana pyruvate kinase activity. 290,000 tested, 0.37% active. purified LmPK, Kinase-Glo ATP luminescence, 1 h. Potency, µM (doses to about 57.5 µM), for the others: at the top dose activity change, negative = inhibition, most hits filed as inhibitors. AID 1721. Q27686; note: potency is the fitted concentration of half-maximal effect
Target sequence (Q27686 whole entry, looked up): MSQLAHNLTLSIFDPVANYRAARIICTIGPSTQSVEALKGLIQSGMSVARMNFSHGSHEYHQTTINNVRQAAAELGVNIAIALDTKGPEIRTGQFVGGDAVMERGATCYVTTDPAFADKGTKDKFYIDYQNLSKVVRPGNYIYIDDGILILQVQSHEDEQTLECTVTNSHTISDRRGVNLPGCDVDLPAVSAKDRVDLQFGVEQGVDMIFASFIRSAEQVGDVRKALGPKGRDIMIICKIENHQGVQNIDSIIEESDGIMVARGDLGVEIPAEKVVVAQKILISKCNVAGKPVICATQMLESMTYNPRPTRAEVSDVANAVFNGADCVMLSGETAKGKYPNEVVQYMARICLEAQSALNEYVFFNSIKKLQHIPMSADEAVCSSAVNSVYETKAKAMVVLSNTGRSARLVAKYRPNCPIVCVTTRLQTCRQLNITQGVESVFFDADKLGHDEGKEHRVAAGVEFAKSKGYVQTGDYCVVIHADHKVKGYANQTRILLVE
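ATP generated from ADP (0.1 mM) and PEP (0.5 mM) by 0.1 nM LmPK over 1 h at room temperature (pH 7.2 imidazole buffer) was detected by coupled luciferase luminescence. Values were normalized to uninhibited and no-enzyme wells.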
Tb PYK inh – T. brucei pyruvate kinase inhibition; Potency, µM (top dose mostly 76.8 µM), inactives show top-dose activity, negative = inhibition, most hits filed as inhibitors; Q57TT1; 410,000 tested, 0.12% active; TbPYK enzyme, Kinase-Glo Plus ATP luminescence, 45 min; AID 624173; note: potency is the fitted concentration of half-maximal effect; nearly all actives have a fitted effect of over 50% in size
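Assay buffer: 50 mM TEA pH 7.2, 100 mM KCl, 10 mM MgCl2, 0.05% BSA, 0.01% Tween-20. Pyruvate kinase from T. brucei plus substrate met compound, then ADP (130 uM final). Luminescence was read post 45 min RT.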
HCMV antiviral – inhibitors of human cytomegalovirus. HFF cells, HCMV-luciferase reporter, 72 h; active compounds read low. AID 1259415. activity change, negative = inhibition, % at 57.5 µM. 410,000 tested, 4.5% active; in the data active = activity change below about -60%; inconclusive = no clear call, values can overlap the other calls; inactive = above about -39%
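Luciferase read-out from HCMV-luciferase-infected HFFs (MOI 1 PFU/cell) 72 h post infection at 37C; compounds added after 16 h cell attachment; activity normalized between buffer-only basal and Salinomycin (10uM) inhibitor controls.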
AMA1 RON2 block – disrupts binding of P. falciparum AMA1 to RON2; Potency, µM (top dose mostly 58.2 µM), for the others: at the top dose activity change, negative = inhibition, most hits filed as inhibitors; 360,000 tested, 0.2% active; AlphaScreen AMA1-biotinylated RON2 peptide binding; AID 720542;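 note: potency is the fitted concentration of half-maximal effect; 0% = vehicle wells and -100% = peptide control; nearly all actives have a fitted effect of over 45% in size; some results filed as inactive show a strong effect at the top dose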
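AMA1 (3D7) with his tag at 25 nM final met compounds first, then biotinylated RON2 peptide at 25 nM; detection used donor plus acceptor beads, 10 µg/mL apiece, read by AlphaScreen after 30 min at room temperature.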
AmpC no deterg – blocks E. coli AmpC beta-lactamase in detergent-free assay. P00811. AmpC nitrocefin hydrolysis, absorbance 480 nm, 0.0001% Triton. Potency, µM (series often up to 57.1 µM), for inactives: at the top dose activity change, negative = inhibition, most hits filed as inhibitors. 330,000 tested, 0.52% active. AID 485341;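 note: potency is the fitted concentration of half-maximal effect; plate controls were no compound for no effect and no enzyme for full effect; nearly all actives have a fitted effect of over 20% in size; some results filed as inactive show a strong effect at the top dose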
Target sequence (P00811 whole entry, looked up): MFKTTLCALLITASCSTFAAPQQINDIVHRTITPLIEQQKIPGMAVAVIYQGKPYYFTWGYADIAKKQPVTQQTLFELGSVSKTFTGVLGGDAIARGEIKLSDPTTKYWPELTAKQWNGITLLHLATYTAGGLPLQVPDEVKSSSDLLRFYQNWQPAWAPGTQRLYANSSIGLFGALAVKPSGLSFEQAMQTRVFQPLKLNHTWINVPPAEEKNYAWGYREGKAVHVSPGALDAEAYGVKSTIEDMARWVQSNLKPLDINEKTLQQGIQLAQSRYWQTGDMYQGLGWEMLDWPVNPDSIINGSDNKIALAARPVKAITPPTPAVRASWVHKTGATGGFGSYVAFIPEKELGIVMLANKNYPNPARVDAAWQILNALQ
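AmpC (5.3 nM in the dispensed reagent) in 20 mM phosphate pH 7.0 with 0.01% (detergent screen) or 0.0001% Triton X-100 was preincubated with compounds for 15 min at room temperature. Nitrocefin was then added from an 800 uM solution, and hydrolysis was followed at 480 nm.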
AmpC detergent – blocks E. coli AmpC beta-lactamase in detergent assay; AmpC hydrolysis of nitrocefin, absorbance 480 nm, 0.01% Triton; P00811; Potency, µM (highest dose often 114 µM), for inactives: at the top dose activity change, negative = inhibition, most hits filed as inhibitors; 370,000 tested, 0.041% active; AID 485294;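 note: potency is the fitted concentration of half-maximal effect; 0% = no-compound wells and -100% = no-enzyme wells; nearly all actives have a fitted effect of over 25% in size; some results filed as inactive show a strong effect at the top dose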
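AmpC (5.3 nM in the dispensed reagent) in 20 mM phosphate pH 7.0 with 0.01% (detergent screen) or 0.0001% Triton X-100 was preincubated with compounds for 15 min at room temperature. Nitrocefin was then added from an 800 uM solution, and hydrolysis was followed at 480 nm.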
HCV inhibitor – inhibitors of hepatitis C virus infection. Potency, µM (highest dose often 41.8 µM), for the others: at the highest dose activity change, negative = inhibition, usual class: inhibitors. Huh7.5.1 HCVcc-Cre infection, luciferase reporter, 44 h. AID 651820. 340,000 tested, 3.4% active; note: potency is the fitted concentration of half-maximal effect
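Cells (1,000/well) were plated 4 h before compound, then infected with HCVcc-Cre virus (~0.5 moi). After 44 h further culture, infection was read as luciferase luminescence following a 15 min substrate incubation at room temperature.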
Numbers without * were called inactive; ? = inconclusive; nt = not tested or not shown; & = joins results of further samples; [ ] = remark or other dose. Unless noted, calls come from the whole dose curve; as a rule, active = well fitted curve in the direction sought with a large enough effect; inconclusive = small, poorly fitted or top-dose-only effect, or another doubt; inactive = no such curve, though single readings can be large; an effect the other way counts as inactive or inconclusive. Unless noted, % is set by controls: 0 for no effect and ±100 for the full control effect. Not a hit list (roughly 7.5% active in at least one column).

item	Molecule	LmPK inh	Tb PYK inh	HCMV antiviral	AMA1 RON2 block
1	CCSc1ccc([C@@H]2[C@H]3C(=O)N(C)C(=O)[C@H]3[C@]3(C(=O)OC)CCCCN23)cc1	nt	-7.4%	18.2	-16.4%
2	COc1cc(SC)ccc1C(=O)Nc1cccc(C2OCCCO2)c1	-2.3%	-3.1%	4.7	5.2%
3	CNC(=O)CNC(=O)Nc1ccc(C)cc1	0.3%	-0.2%	6.6	-4.1%
4	Cc1cc(=O)[nH]c(N2CCN(c3ccc(Cl)cc3)CC2)n1	nt	-27.3%	-7.5	7.8%
5	CCOc1ccccc1-n1c(SCC(=O)Nc2ccccc2C(=O)O)nc2ccccc2c1=O	-4.5%	0.6%	-80.7*	-4.7%
6	Cc1ccccc1CNC(=O)c1csc([C@@H]2C[C@H](O)[C@@H](CO)O2)n1	nt	6.0%	25.3	-6.5%
7	NNC(=O)CS(=O)(=O)CS(=O)(=O)CC(=O)NN	-5.1%	-1.0%	2.5	95.6%[activator]
8	CCn1cc(C(=O)NC(=S)Nc2ccccc2[N+](=O)[O-])cn1	0.5%	0.1%	1.1	107.4%[activator]

item	AmpC no deterg	AmpC detergent	HCV inhibitor
1	183.3%[activator]	-6.1%	?
2	40.2%	-7.3%	?
3	-7.8%	8.2%	18.5%
4	nt	nt	?
5	-47.6%	2.5%	22.7%
6	nt	nt	nt
7	-31.2%	-4.8%	7.3%
8	-1.7%	-4.5%	-18.2%

(further entries)
item	Molecule	LmPK inh	Tb PYK inh	HCMV antiviral	AMA1 RON2 block
9	COc1cc(OC)cc(-c2cc3nc4c(c(N5CCN(c6ncccn6)CC5)n3n2)CCCC4)c1	0.9%	-6.2%	58.2	10.2%
10	COc1cccc(/C=C(\CC(=O)O)c2nc3ccccc3s2)c1	-1.4%[11.5 µM]	-0.6%	-14.5	3.5%
11	O=C(NNC(=S)Nc1ccc(Cl)cc1)c1cccs1	0.5%	-10.6%	?	100.2%[activator]
12	CN(C)c1ccc(CCc2ccc(N)cc2)cc1	nt	3.3%	?	?
13	O=C(/C=C/c1ccccc1)Nc1sc2c(c1C(=O)O)CCC2	3.4%	-8.0%	-24.6	43.7%[activator]
14	COc1ccc(/C=C/C(=O)NCC(=O)N/N=C(\C)Cc2ccccc2)cc1	2.4%	-9.0%	4.2	35.8%[activator]
15	C[C@H](c1ccccc1)N1C[C@H](COCc2ccccc2)Oc2cc(N3CC[C@H](O)C3)ccc2S1(=O)=O	nt	-10.2%	?	-25.6%
16	Cc1cc(C)c2c(NC(=O)CCl)nn(C)c2n1	-3.1%	0.1%	-110.2*	-6.5%

item	AmpC no deterg	AmpC detergent	HCV inhibitor
9	-10.0%	-5.9%	-30.0%
10	-29.0%	-7.4%	4.9%
11	-23.4%	6.8%	23.2%
12	nt	nt	-11.9%
13	-27.1%	-14.6%	0.5%
14	-30.8%	-1.4%	-14.4%
15	nt	nt	nt
16	-5.6%	-0.9%	?

Next part.
item	Molecule	LmPK inh	Tb PYK inh	HCMV antiviral	AMA1 RON2 block
17	CC1CCN(c2nc3c(S(=O)(=O)c4ccccc4)nnn3c3ccsc23)CC1	nt	0.7%	15.9	nt
18	Cc1cccc(C)c1NC(=O)CSc1nnc(C)n1CC1CCCO1 (stereo not drawn)	-13.2%	0.7%	-8.1	-3.4%
19	Cc1ccccc1NC(=O)Cn1c(SCC(=O)Nc2ccc(F)cc2)nc2ccccc21	nt	-2.4%	-64.4*	nt
20	O=C(Cc1ccc(F)cc1)N[C@@H]1c2ccccc2CC[C@@H]1OCc1ccccc1	nt	-4.4%	-12.2	13.3%
21	CC(C)C(NS(=O)(=O)c1ccccc1)C(=O)NC1CCCC1 (stereo not drawn)	1.2%	-0.9%	-22.2	14.8%
22	CC(C)=CCN1CCN(Cc2ccc(C)s2)CC1CCO (stereo not drawn)	-1.5%	0.3%	-67.1*	7.5%
23	Cc1cc(C)c(S(=O)(=O)NCCC2CCCN2C)c(C)c1 (stereo not drawn)	3.0%	nt	34.9	-2.3%
24	CC(C)=CC(=O)OCC(=O)Nc1cc(C)cc(C)c1	-2.8%	-4.1%	2.2	7.6%

item	AmpC no deterg	AmpC detergent	HCV inhibitor
17	nt	-4.9%	nt
18	-21.6%	-0.5%	0.2%
19	nt	8.6%	nt
20	-11.4%	nt	-0.1%
21	-2.2%	3.5%	3.1%
22	-21.3%	2.3%	8.3%
23	-7.5%	2.8%	?
24	10.7%[2.29 µM]	0.2%	-21.7%

Some of these compounds in order of heavy-atom count, largest number first.
item	Molecule	LmPK inh	Tb PYK inh	HCMV antiviral	AMA1 RON2 block
9	COc1cc(OC)cc(-c2cc3nc4c(c(N5CCN(c6ncccn6)CC5)n3n2)CCCC4)c1	0.9%	-6.2%	58.2	10.2%
2	COc1cc(SC)ccc1C(=O)Nc1cccc(C2OCCCO2)c1	-2.3%	-3.1%	4.7	5.2%
6	Cc1ccccc1CNC(=O)c1csc([C@@H]2C[C@H](O)[C@@H](CO)O2)n1	nt	6.0%	25.3	-6.5%
12	CN(C)c1ccc(CCc2ccc(N)cc2)cc1	nt	3.3%	?	?

item	AmpC no deterg	AmpC detergent	HCV inhibitor
9	-10.0%	-5.9%	-30.0%
2	40.2%	-7.3%	?
6	nt	nt	nt
12	nt	nt	-11.9%

Next structures follow.
item	Molecule	LmPK inh	Tb PYK inh	HCMV antiviral	AMA1 RON2 block
25	O=C(c1ccc(F)cc1)N(c1ccccn1)C1CCCCC1	6.0%	-3.5%	-26.2	7.9%
26	Cc1ccc(C2N3CC4(C)CN2CC(c2ccccc2)(C3)C4=O)cc1 (stereo not drawn)	nt	3.5%	-1.4	nt
27	CN1C(=O)C2(OCCCO2)c2cc(Cl)ccc21	1.1%	-4.8%	10.0	1.2%
28	Cc1cc(C)nc(N2N=C(CSc3ccc(Cl)cc3)CC2=O)n1	-5.4%	-1.9%	58.2	55.7%[activator]
29	CCOc1ccc(CNC(=O)c2cc3c(=O)oc4ccc(C)cc4c3s2)cc1	nt	0.4%	-6.8	nt
30	CCn1c(=O)cc(OCC(=O)N2CCN(c3ccc(C)cc3)C(C)C2)c2ccccc21 (stereo not drawn)	nt	-8.8%	-19.9	nt
31	Cc1ccc(-c2nn(-c3ccccc3)cc2/C=C/C(=O)Nc2nccs2)cc1	1.8%	4.9%	0.0	1.7%[11.6 µM]
32	Cc1ccc(NC(=O)COC(=O)Cn2nc(C)c([N+](=O)[O-])c2C)c([N+](=O)[O-])c1	5.5%	-5.1%	52.1	14.9%

item	AmpC no deterg	AmpC detergent	HCV inhibitor
25	-2.2%	6.7%	-9.6%
26	nt	24.6%	nt
27	-0.4%	-3.3%	-5.2%
28	3.5%	8.1%	21.2%
29	nt	13.4%	nt
30	nt	18.7%	nt
31	-15.3%	4.8%	?
32	9.3%	-9.9%	28.3%

Next part:
item	Molecule	LmPK inh	Tb PYK inh	HCMV antiviral	AMA1 RON2 block
33	CCc1nc2ccc(C(=O)NCC3CCCCC3)cn2c1N(CCC(C)C)CCN(C)C	nt	-6.8%	-12.4	0.4%
34	CCN(CC)S(=O)(=O)c1ccc(OC)c(NC(=O)C(C)Oc2ccc3c(C)cc(=O)oc3c2)c1 (stereo not drawn)	1.5%	2.3%	-13.2	-5.9%
35	CCOC(=O)c1sc2cccc(F)c2c1S(=O)(=O)Nc1ccccc1F	nt	-5.4%	14.4	nt
36	Cc1ccc(C(=O)OCC(=O)N2CCNC2=O)c(C)c1	nt	2.3%	0.3	-7.7%
37	O=[N+]([O-])c1cc([N+](=O)[O-])c(Oc2ccc(Br)cc2Br)cc1NN1CCCCC1	-2.4%	0.7%	-9.0	-5.5%
38	Cc1csc(NC(=O)CSc2sc3c(O)cc(=O)[nH]c3c2C#N)n1	3.3%	-13.1%	56.8	?
39	Cc1ccc(-n2c(C)cc(C(=O)CN3CCCCC3)c2C)cc1	-3.4%	2.9%	-20.5	5.7%
40	COc1cc2ncc3c(-c4ccccc4)nn(-c4ccc(C)cc4)c3c2cc1OC	nt	-1.9%	15.1	nt

item	AmpC no deterg	AmpC detergent	HCV inhibitor
33	nt	nt	nt
34	77.2%[activator]	-15.0%	?
35	nt	6.2%	nt
36	-9.1%	-15.9%	9.4%
37	-17.5%	-0.9%	?
38	-51.4%	?	6.5%
39	-11.3%	1.7%	?
40	nt	-11.8%	nt

Additional entries follow:
item	Molecule	LmPK inh	Tb PYK inh	HCMV antiviral	AMA1 RON2 block
41	CCC(C)c1ccc(Nc2ncccc2C#N)cc1 (stereo not drawn)	-9.6%	0.4%	9.2	93.0%[activator]
42	Cc1cccc(C)c1OCCSc1nc2ccccc2n1CC(=O)O	7.6%	-4.8%&-5.2%	27.5&6.9	-6.3%
43	COC(=O)CSc1ncc(OC)c(OC)n1	-1.5%	0.1%	9.8	18.5%
44	Cc1ccccc1NC(=O)COC(=O)CCC(=O)c1cccs1	nt	-10.5%	-31.5	-1.7%
45	CN(C)c1cc[n+](CC(=O)c2cccs2)cc1	-0.2%	1.0%	-25.5	-11.6%
46	C/C(=N\Nc1nnc(-c2ccccc2)c(-c2ccccc2)n1)c1cccc([N+](=O)[O-])c1	-3.9%	-0.6%	?	3.1%
47	O=C(NCC(=O)N1CCCC1)c1ccccc1F	-0.2%	-2.8%	2.2	-7.9%
48	NC(=S)N/N=C1\CC(c2ccc3c(c2)OCCO3)Oc2ccc(F)cc21 (stereo not drawn)	-3.4%	-7.9%	-31.8	72.0%[activator]

item	AmpC no deterg	AmpC detergent	HCV inhibitor
41	-39.5%	?	-7.4%
42	-15.6%	?	14.0%
43	-13.1%	-0.2%	6.1%
44	-16.2%	-11.8%	15.0%
45	-19.5%	8.9%	?
46	-39.8%	-5.6%	13.7%
47	-1.8%	?	3.5%
48	-34.9%	9.1%	?

The results go on.
item	Molecule	LmPK inh	Tb PYK inh	HCMV antiviral	AMA1 RON2 block
49	O=C(Nc1ccccc1F)c1nc(SCc2ccc(F)cc2)ncc1Cl	nt	-1.8%	?	nt
50	COc1ccc(C(=O)NCc2ccc3c(c2)OCO3)cc1S(=O)(=O)N1CCCC1	nt	-13.3%	-0.7	12.0%
51	COc1ccc([N+](=O)[O-])cc1NC(=O)CC(c1ccccc1)c1ccccc1	3.3%	1.8%	-14.0	-3.9%
52	Cc1cccc(C)c1NC(=O)CSc1nnnn1-c1ccc(C(=O)O)cc1	-2.6%	5.3%	29.9	-6.9%

item	AmpC no deterg	AmpC detergent	HCV inhibitor
49	nt	21.7%	nt
50	-17.4%	6.7%	?
51	-38.6%	-18.2%	-28.5%
52	-9.8%	5.5%	6.4%
